High-throughput results as filed in PubChem BioAssay.
ERK EGF block = EGF-driven ERK pathway inhibition; hit rate 0.41% among 130,000; HEK293-V1b, EGF-stimulated phospho-ERK AlphaScreen; AID 1454; Potency, µM (doses to about 11.5 µM), for inactives: top-dose activity change, negative = inhibition, usual class: inhibitors; active = well fitted inhibition curve with a large enough effect; inconclusive = small, poorly fitted or top-dose-only effect, or effect the other way;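 note: plate controls were stimulated vehicle wells for no effect and unstimulated vehicle basal for full effect; nearly all actives have a fitted effect of over 55% in size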
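HEK293 cells stably expressing V1b receptor, serum-reduced (1% FBS) overnight, got compound for 30 min at 37C, then 25 nM EGF for 5 min. Lysate phospho-ERK read by AlphaScreen SureFire; AC50 from Hill fits.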
An asterisk follows results filed as active; ? = inconclusive; [ ] = remark or other dose. Potency is the fitted concentration of half-maximal effect. A portion of the library; rates above refer to the full screens.

entry	SMILES	ERK EGF block
1	CCOC(=O)C(C(=O)OCC)C(C[N+](=O)[O-])c1ccccc1 (stereo not drawn)	-1%
2	CCCCOc1ccc(N2CC(C(=O)NCCc3ccc(OC)c(OC)c3)CC2=O)cc1 (stereo not drawn)	8%
3	COc1ccc(CCNC(=O)[C@@H](NC(=O)c2ccccc2F)C(C)C)cc1OC	4%
4	Cc1ccccc1COC[C@H](CC(C)C)N1CCN(C(=O)c2cccc(C(F)(F)F)c2)CCC1=O	2%
5	COc1cccc(-n2c(-c3cccc(S(=O)(=O)N(C)C)c3)n[nH]c2=S)c1	-4%
6	O=C(NCCN1CCOCC1)C(=O)NCC1CCCO1 (stereo not drawn)	0%
7	Nc1nc(SCC(=O)Nc2ccccc2C(F)(F)F)[nH]c(=O)c1-c1ccccc1	-9%
8	O=C(CNc1cc(S(=O)(=O)N2CCOCC2)ccc1N1CCCC1)NCc1ccco1	-1%
9	c1ccc(CNc2ccc(CNc3ncn[nH]3)cc2)cc1	-4%
10	COc1c(Cl)cc(C(=O)NN)cc1Cl	-15%
11	Cc1cccc(N2CCN(C(=O)NCc3ccc(Cl)cc3)CC2)c1	8%
12	CCc1cccc2c3c([nH]c12)C(CC)(CC(=O)O)OCC3 (stereo not drawn)	-5%[57.5 µM]

The list continues:
entry	SMILES	ERK EGF block
13	COCCCNC(=S)N1CCC(NC(=O)c2ccco2)CC1	5%
14	O=C(/C=C/c1ccccc1)NCc1cccnc1	1%
15	N#C/C(=C/c1ccc(N2CCOCC2)o1)c1nc2ccccc2[nH]1	?
16	Cc1cc(C)c2nc(C)cc(Nc3ccc(C(=O)N4CCOCC4)cc3)c2c1	6%[57.5 µM]
17	O=C(Nc1ccc(OCC(=O)N2CCOCC2)cc1)Nc1cccc(Cl)c1	9%
18	COc1ccc(C(=O)NN2C(=O)C3C(c4ccccc4)C=CC(c4ccccc4)C3C2=O)cc1 (stereo not drawn)	-5%
19	COc1ccc(NC(=O)c2nc3ccccc3s2)cc1	2%
20	O=C(O)COc1ccccc1/C=N/NC(=O)CSc1nnc(-c2ccc(Cl)cc2)n1C1CCCCC1	4%[57.5 µM]
21	N=C1/C(=C\c2coc3ccccc3c2=O)C(=O)N=C2SC(c3ccncc3)=NN12	2%[57.5 µM]
22	Cc1nc2ccc(S(=O)(=O)NCC(=O)NC(C)c3ccccc3)cc2s1 (stereo not drawn)	-2%[57.5 µM]
23	O=C(OCc1cc2ccccc2[nH]c1=O)c1cccs1	2%
24	O=C(NN1C(=O)C2CCCCC2C1=O)c1ccco1 (stereo not drawn)	-17%[57.5 µM]

Further entries.
entry	SMILES	ERK EGF block
25	NNC(=O)COc1ccccc1F	4%
26	O=C(Nc1cccnc1)C12CC3CC(CC(C3)C1)C2	-5%
27	S=C(NCc1ccco1)N1CCN(c2ccc(Cl)cc2)CC1	8%
28	COc1cc2c(ccc3cc(OC)c(OC)c(O)c32)cc1O	6%[57.5 µM]
29	CCC12CN3CCN(CC(C3)/C1=N\NC(=O)c1ccc(F)cc1)C2	-1%
30	CC(=O)O[C@H]1CSC[C@H]1NC(=O)c1ccccc1	-5%[57.5 µM]
31	CN(C)c1ccc(/C=C/C(=O)c2c(O)c3ccccc3oc2=O)cc1	-5%[57.5 µM]
32	COc1cccc(C(=O)Nc2ccccc2OC(F)(F)F)c1	1%
33	CC(=O)c1ccc(NC(=O)NCc2ccc(F)cc2)cc1	-3%
34	O=C(O)c1cccnc1SC1CC(=O)N(c2ccc(OC(F)F)cc2)C1=O (stereo not drawn)	-4%[57.5 µM]
35	Cc1ccc(CSCc2nc3ccccc3[nH]2)cc1	-6%
36	Cc1ccsc1C(=O)N1CCC(N2CCC(C(=O)NCC3CCCO3)CC2)CC1 (stereo not drawn)	-8%

Going on with the list.
entry	SMILES	ERK EGF block
37	CN(C)C(CNC(=O)/C=C/c1cccc(Cl)c1)c1ccccc1 (stereo not drawn)	0%
38	COc1ccc(NC(=O)c2nc(SC)ncc2Cl)cc1	15%[57.5 µM]
39	Cc1ccc2c(c1)c1c3n2CCCN(Cc2ccccc2)C3CCC1 (stereo not drawn)	-12%[57.5 µM]
40	C#CCOCCOCCOCCNc1nc(N2CCN(C(=O)[C@H](CCC(=O)O)n3cc(C(N)CC(C)C)nn3)CC2)nc(N2CCN(C(=O)[C@H](Cc3ccc(O)cc3)n3cc(C(N)CC(C)C)nn3)CC2)n1 (stereo partly drawn)	11%[57.5 µM]
41	COc1ccc(C2CC(c3cccs3)=NN2C(=O)CSc2nnc(N)s2)cc1OC (stereo not drawn)	0%
42	Cc1ccccc1Nc1c(-c2ccncc2)nc2ccc(Br)cn12	-1%
43	NC(=NCc1ccc(Cl)c(Cl)c1)NC(=O)c1nc(Cl)c(N)nc1N	?
44	Cc1cccc(OCCC(=O)Nc2cc(S(=O)(=O)N3CCCCC3)ccc2N2CCOCC2)c1	-5%
45	O=C(Cc1n[nH]c(=O)[nH]c1=O)N/N=C/CCc1ccccc1	5%[57.5 µM]
46	Cc1cccc(C)c1NC(=O)CN1CCN(CCCC(c2ccc(F)cc2)c2ccc(F)cc2)CC1	4%[25.7 µM]
47	CC(NC(N)=O)C(=O)Nc1ccc(Cl)c(S(=O)(=O)Nc2ccc(Cl)cc2)c1 (stereo not drawn)	-2%
48	O=C(COC(=O)c1ccc2c(c1)S(=O)(=O)N=C1CCCCCN12)NCCc1ccc(F)cc1	0%

Following part
entry	SMILES	ERK EGF block
49	Cc1cc2nc(C)c(Cl)c(=O)n2[nH]1	1%
50	[O-]/C(=C(\C(=S)NCc1ccccc1)[n+]1ccccc1)c1ccc(Cl)s1	1%
51	O=c1[nH]c(/C=C/c2ccccc2[N+](=O)[O-])nc2ccccc12	-3%
52	CCN(CC)CC(=O)Nc1ccc(Oc2ccc(NC(=O)CN(CC)CC)cc2)cc1	-13%
53	O=C(/C=C/c1ccccc1)NC(NC(=S)Nc1cccc(O)c1)C(Cl)(Cl)Cl (stereo not drawn)	-2%
54	O=C1NC(=Nc2ccc(F)cc2)SC1Cc1ccc(F)cc1 (stereo not drawn)	-2%[57.5 µM]
55	COc1ccc(OC)c(Cc2nnc(CCC(=O)N3CCCCC3)o2)c1	2%
56	CCN(CC)CC(=O)N1CCCC(C(=O)c2ccccc2OC)C1 (stereo not drawn)	-2%
57	CCOc1cc(/C=N/N=C(N)N)ccc1OCc1ccc(Cl)cc1	32µM*
58	CC1(c2nnc(-c3ccccc3)o2)CC(c2cccc(Cl)c2)=NO1 (stereo not drawn)	3%[57.5 µM]
59	CCN(c1ccccc1)c1nc(C#N)nc(N(CC)c2ccccc2)n1	-22%[57.5 µM]
60	O=[N+]([O-])c1ccccc1CNC1CCCCCC1	2%

(continued)
entry	SMILES	ERK EGF block
61	O=C(NCCCN1CCOCC1)c1sc2cc([N+](=O)[O-])ccc2c1Cl	-8%
62	Cc1c(/C=N/NC(=O)c2cccs2)c2ccccc2n1Cc1ccccc1Cl	-7%[57.5 µM]
63	CCOC(=O)CSc1nc2ccccc2c(=O)n1CC(C)C	-10%[57.5 µM]
64	CCNC(=S)Nc1cc(Cl)ccc1Oc1ccccc1	-1%
65	N#Cc1ccc(CN2CCCC3(CCN(C(=O)c4ccco4)CC3)C2)cc1	3%
66	CCN1CCN(C(c2nnnn2Cc2ccc3c(c2)OCO3)C(C)C)CC1 (stereo not drawn)	-6%
67	COc1ccc2[nH]c(O)c(N=NC(=O)Cc3cccs3)c2c1	-16%[57.5 µM]
68	COc1ccc(Nc2nc(NCC3CCCO3)nc(N)c2[N+](=O)[O-])cc1 (stereo not drawn)	6%[57.5 µM]
69	O=C(NCCCCNC(=O)C(F)(F)F)C(F)(F)F	5%
70	Cc1ccc(CC(=O)O/N=C(\N)c2cccc([N+](=O)[O-])c2)cc1	2%
71	CN(Cc1ccccc1)C(=O)CCc1ccccc1	-1%
72	Clc1ccc(-n2nnnc2CN2CCOCC2)cc1Cl	0%

Next section
entry	SMILES	ERK EGF block
73	CCn1c(=O)c(C(=O)Nc2ccccn2)c(O)c2ccccc21	0%
74	Cc1nc(SCc2ccc(Cl)cc2)ncc1C(=O)O	-5%
75	O=C(CNC(=O)c1cccc(F)c1)OCc1cc(=O)n2cc(Br)ccc2n1	2%
76	CCN(CC)S(=O)(=O)c1ccc(N2CCOCC2)c(NC(=O)c2ccc(NC(C)=O)cc2)c1	-10%[57.5 µM]
77	O=C(Cc1ccc(Cl)cc1)NN1C(=O)c2ccccc2C1=O	5%
78	CSCCC(NS(=O)(=O)c1ccc(Cl)cc1)C(=O)OCc1c(Cl)cccc1Cl (stereo not drawn)	-3%
79	COc1cccc(C(c2c(C)[nH]n(-c3ccccc3)c2=O)c2c(C)[nH]n(-c3ccccc3)c2=O)c1OC	6%
80	O=[N+]([O-])c1ccc(NC(=S)NCCc2ccc(F)cc2)cc1	?
81	Cc1ccc(C(=O)NNC(=S)NC(=O)c2ccco2)cc1	-1%
82	CC(=O)c1ccc(-c2ccc(C(=O)NC3CCCCCC3)o2)cc1	-2%
83	Cc1cnc([N+](=O)[O-])n1CCOC(=O)NC(=O)c1cccc(F)c1	5%
84	CCC1CCCCN1CCCNC(=O)CCCOc1cc(=O)n(C)c2ccccc12 (stereo not drawn)	-1%

(further entries)
entry	SMILES	ERK EGF block
85	CN(CCc1cnn(C)c1)Cc1cn(C)nc1-c1ccccc1F	-1%
86	COc1c(C)cc(C(=O)C2CCCN(C(=O)c3ccc4[nH]ccc4c3)C2)cc1C (stereo not drawn)	-30%
87	CCc1cccc2c(C(=O)COC(=O)C3=NNC(=O)CC3)c[nH]c12	-8%
88	Fc1ccccc1CNC(=S)Nc1ccc(Cl)cc1	-1%
89	CN(C)CCCC(C)(O)C(C)(C)c1ccccc1 (stereo not drawn)	14%
90	COc1ccc(OCC(=O)NCCc2c[nH]c3ccccc23)cc1	2%
91	CCCNC(=O)c1ccccc1NC(=O)c1ccccc1SC	7%
92	COc1cc(CN2CC(=O)N(c3ccc(C)cc3)C2=S)cc(OC)c1OC	-6%
93	CCCCC(=O)Nc1cccc(-c2csc(-c3ccccc3)n2)c1	1%
94	O=C(CN1C(=O)c2ccccc2S1(=O)=O)NCc1ccco1	-3%
95	COc1ccc(Cn2c(-c3ccc(C)cc3)nc3c(c(=O)c4ccccc4n3C)c2=O)cc1	10%
96	CCOc1ccc2oc(C(=O)NCC(C)(C)CN(C)C)c(C)c2c1	1%

Next section:
entry	SMILES	ERK EGF block
97	O=C(CN1CCN(Cc2ccccc2)CC1)NCCNc1ccc([N+](=O)[O-])cn1	5%
98	CSc1ccccc1NC(=S)NC1CCCCC1	-20%
99	COc1ccc(OC)c(Nc2nc3ccccc3n3cnnc23)c1	7%[57.5 µM]
100	CC(C)N(Cc1nc(-c2ccc3c(c2)OCO3)no1)CC1CCC(=O)N1 (stereo not drawn)	5%
101	Cc1nn(CC(=O)NCc2cc3ccccc3[nH]2)c(C)c1[N+](=O)[O-]	14µM*
102	COC(=O)c1ccc(NCC(=O)N2CCCCCC2)cc1	-3%
103	Nc1n[nH]c2cc(=O)n(-c3cccc(C(F)(F)F)c3)nc12	4%
104	COc1ccc(Cl)cc1NC(=S)N1CCC(c2ccc(C)cc2)C1 (stereo not drawn)	-1%[57.5 µM]
105	CCc1cccc(CC)c1NC(=S)NCC(c1cccnc1)N(C)C (stereo not drawn)	-8%[57.5 µM]
106	Cc1cc(/C=N/NC(=O)c2ccccn2)c(C)n1-c1cccc([N+](=O)[O-])c1	2%
107	CC(=O)c1cc(C#N)c(NCc2cc(-c3ccccc3)no2)nc1C	0%
108	COc1ccccc1NC(=O)/C=C1\NC(=O)CS1	-1%

An excerpt of these results, as labelled records:
103	Nc1n[nH]c2cc(=O)n(-c3cccc(C(F)(F)F)c3)nc12
  ERK EGF block = 4%
104	COc1ccc(Cl)cc1NC(=S)N1CCC(c2ccc(C)cc2)C1 (stereo not drawn)
  ERK EGF block = -1%[57.5 µM]

(continued)
entry	SMILES	ERK EGF block
109	CC(C)CCNC(=O)C1CC(c2cccc(F)c2)=NO1 (stereo not drawn)	-3%[57.5 µM]
110	CC(/C=C/c1ccc2c(c1)OCO2)=N/NC(=O)c1cccnc1	0%
111	Cc1cc(OCC(=O)NC(C)C)cc(C)c1Cl	5%
112	N/C(=N/OC(=O)c1ccccc1Cl)c1ncc([N+](=O)[O-])s1	0%[57.5 µM]
113	O=C(NCc1ccco1)C(=O)NCC(c1ccco1)N1CCOCC1 (stereo not drawn)	-4%
114	Cc1ccc(CC(=O)Nc2ccccc2-c2ccccc2)cc1C	7%
115	COc1cccc(C=N[C@@H](CO)[C@@H](O)c2ccc([N+](=O)[O-])cc2)c1O	-18%[57.5 µM]
116	Cc1cc(Br)ccc1SCC(=O)OCC(=O)NC1CCCC1	2%
117	O=C1CCCC2=C1C(c1cccs1)CC(=O)N2c1ccc(F)cc1 (stereo not drawn)	-7%
118	CC(C)C(O)C1CCN(Cc2nc(Cc3ccccc3Cl)no2)CC1 (stereo not drawn)	-3%[57.5 µM]
119	O=C(COc1cccnc1[N+](=O)[O-])NCc1ccco1	-4%
120	COc1ccc(-c2nc3ccccc3s2)cc1	-2%

Seven entries drawn at random from the list so far:
entry	SMILES	ERK EGF block
109	CC(C)CCNC(=O)C1CC(c2cccc(F)c2)=NO1 (stereo not drawn)	-3%[57.5 µM]
112	N/C(=N/OC(=O)c1ccccc1Cl)c1ncc([N+](=O)[O-])s1	0%[57.5 µM]
120	COc1ccc(-c2nc3ccccc3s2)cc1	-2%
118	CC(C)C(O)C1CCN(Cc2nc(Cc3ccccc3Cl)no2)CC1 (stereo not drawn)	-3%[57.5 µM]
117	O=C1CCCC2=C1C(c1cccs1)CC(=O)N2c1ccc(F)cc1 (stereo not drawn)	-7%
114	Cc1ccc(CC(=O)Nc2ccccc2-c2ccccc2)cc1C	7%
116	Cc1cc(Br)ccc1SCC(=O)OCC(=O)NC1CCCC1	2%

Following part
entry	SMILES	ERK EGF block
121	COc1c(C)cc(C(=O)C2CCCN(Cc3cccc4nccnc34)C2)cc1C (stereo not drawn)	1%
122	O=C(c1cc2cc([N+](=O)[O-])ccc2s1)N1CCOCC1	-8%
123	C/C(CC(=O)Nc1cc(Cl)ccc1C)=N\NC(N)=O	-4%[57.5 µM]
124	O=C(CSc1cccc[n+]1[O-])CSc1cccc[n+]1[O-]	-14%
